Screening data (PubChem)
Nrf2 block: inhibitors of Nrf2 signaling; A549 ARE-Fluc reporter, luciferase luminescence, 18-24 h; Potency, µM (titrated, usually from 46 µM), without a hit: top-dose activity change, negative = inhibition, hits mostly inhibitors; 360,000 tested, 2.1% active; AID 504444; note: potency is the fitted concentration of half-maximal effect; % is set by controls: 0 for no effect and ±100 for the full control effect; nearly all actives have a fitted effect of over 60% in size
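Nrf2 function is reported as luminescence of an ARE-controlled luciferase in A549 cells. Compounds were tested at several concentrations, and a CellTiter-Fluor read on the same wells flagged cytotoxicity.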
HepG2 viability: counter-screen for TGF-b inhibitors: cytotoxicity in HepG2 cells; HepG2 CAGA-GFP viability, ATP luminescence, 18 h; Potency, µM (series often up to 46.1 µM), without a hit: at the highest dose activity change, negative = cytotoxicity, most hits filed as cytotoxic; 410,000 tested, 0.76% active; AID 588856; note: potency is the fitted concentration of half-maximal effect; some results filed as inactive show a strong effect at the top dose
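HepG2 CAGA-GFP cells (1000/well, DMEM with 1% FBS) received compound, then TGF-beta at 500 pg/mL final, and were incubated 18 hours at 37 degrees C. Viability was read by CellTiter-Glo luminescence. Media-only wells were set as complete cell-killing and DMSO as no toxicity.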
A549 tox: A549 cytotoxicity, counter-screen for Nrf2 inhibitors; A549 ARE-Fluc cells, CellTiter-Fluor viability, 18-24 h; Potency, µM (series often up to 46 µM), inactives show top-dose activity change, negative = cytotoxicity, actives largely listed as inhibitors; 390,000 tested, 0.16% active; AID 504648; note: potency is the fitted concentration of half-maximal effect; % is set by controls: 0 for no effect and ±100 for the full control effect
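A549 ARE-Fluc cells in 5% FBS OPTI-MEM, 5000 cells/well, rested 2 h then exposed to compounds in concentration-response for 18-24 h at 37 °C. Viability by CellTiter-Fluor fluorescence (Ex 405/Em 525) after 30 min; luciferase luminescence (BugLite, 15 min, RT) read afterwards.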
pAkt inh: blocks phosphorylation of Akt; Neuro2A IGF-stimulated pAkt S473 HTRF, 20 min; stronger effect = lower value; activity change, % for hits at 50 µM; 360,000 tested, 0.32% active; AID 651550; in the data active = activity change below about -80%; inconclusive = mostly about -51% to -80%; note: % is set by controls: 0 for no effect and ±100 for the full control effect
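Neuro2A cells (4,500/well, DMEM with 0.5% FBS) were treated with compound at a single 50 µM final concentration, stimulated with 6 nM IGF for 20 min at 37 °C, and lysed. Phospho-Akt Ser473 was read by HTRF as 665/615 ratio ×10^4.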
ATXN viability: cell viability loss in ATXN counter-screen. S2 cells (HEK-293 line with an ATXN2-luciferase reporter) viability, CellTiter-Fluor protease fluorescence, 24 h. Potency, µM (titrated, usually from 56.7 µM), most hits filed as cytotoxic. 400,000 tested, 0.49% active; note: potency is the fitted concentration of half-maximal effect; nearly all actives have a fitted effect of over 40% in size
CCT chaperon mod: changes cytosolic chaperonin activity. purified chaperonin ATPase assay, HTRF ADP detection, 30 min. activity change, % (no concentration beside the values), hits read low. 360,000 tested, 0.3% active. AID 651819; in the data active = activity change below about -30%; note: % is set by controls: 0 for no effect and ±100 for the full control effect
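TRiC (40 or 20 nM final, by batch activity) in 30 mM Tris pH 7.4, 100 mM KCl, 5 mM MgCl2, 1 mM DTT was treated with compound at 76 uM single dose, then 10 uM ATP, 30 min at 37 °C. ADP was read by HTRF Transcreener.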
Nrf2 ARE act: activates Nrf2 signaling; 410,000 tested, 0.31% active; Potency, µM (highest dose often 46.1 µM), inactives show top-dose activation, hits mostly activators; AREc32 ARE-luciferase reporter (MCF7-derived line), luminescence, 24 h; note: potency is the fitted concentration of half-maximal effect; % of control where 0% means no effect; nearly all actives have a fitted effect of over 65% in size
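Each well held 1000 AREc32 cells, which were incubated with compound for 24 hr at 37 deg C after overnight attachment, and ARE reporter activity was quantified by firefly luciferase luminescence.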
MmCpn inh: inhibitors of Methanococcus maripaludis chaperonin (MmCpn) | purified Mm-Cpn ATPase, ADP Transcreener TR-FRET | Potency, µM (doses to about 76.9 µM), without a hit: at the highest dose activity, negative = inhibition, hits mostly inhibitors | 330,000 tested, 0.031% active; note: potency is the fitted concentration of half-maximal effect; % is set by controls: 0 for no effect and ±100 for the full control effect; nearly all actives have a fitted effect of over 80% in size
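Purified archaeal chaperonin (25 nM final) was preincubated with compound for 10 min at 37°C, then ATP (10 uM final) was added for 30 min at 37°C in Tris pH 7.4/KCl/MgCl2/DTT buffer. ADP was quantified by HTRF Transcreener TR-FRET.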
TGFb SMAD3 inh: TGF-b pathway inhibition; HepG2 CAGA-GFP TGF-b/SMAD3 reporter, GFP fluorescence, 18 h; TGF-beta stimulated, 500 pg/mL final; Potency, µM (top dose mostly 46.1 µM), without a hit: at the top dose activity, negative = inhibition, hits mostly inhibitors; 410,000 tested, 1.2% active; AID 588855; note: potency is the fitted concentration of half-maximal effect; % is set by controls: 0 for no effect and ±100 for the full control effect; nearly all actives have a fitted effect of over 65% in size
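HEPG2 CAGA-GFP cells (1000/well, DMEM with 1% FBS) were pre-incubated 2 h at 37 degrees C, given compound by pin tool, then stimulated with TGF-beta at 500 pg/mL final for 18 h before per-cell GFP fluorescence imaging.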
* = called active by the depositor; i = inactive; ? = inconclusive; / = not tested or not shown; & = joins results of further samples; [ ] = another dose, or the depositor's remark. Unless noted, calls come from the whole dose curve; as a rule, active = well fitted curve in the direction sought with a large enough effect; inconclusive = small, poorly fitted or top-dose-only effect, or another doubt; inactive = no such curve, though single readings can be large; an effect the other way counts as inactive or inconclusive. An unsorted share of the library; overall some 4.4% were active at least once.

SMILES	Nrf2 block	HepG2 viability	A549 tox	pAkt inh	ATXN viability	CCT chaperon mod	Nrf2 ARE act	MmCpn inh	TGFb SMAD3 inh
COC(OC)c1ccnc(-c2ccc(OC(=O)c3ccccc3)cc2)n1	?	1%	0%	i	i	-4.3	-0.1%	2%	-5%
COc1ccc(-n2c(NCCN(C)C)nc3sc4c(c3c2=O)CCCCC4)cc1	8%	-39%	-14%[1.84 µM]	i	?	0.0	-0.3%	-10%	4%
CNC(=S)NN(C)c1nc(C)cc(C)n1	7%	31%	0%	i	i	-6.6	-0.6%	0%	1%
COc1ccc(CCC(C)Nc2cccc(F)c2)cc1 (stereo unspecified)	9%	-9%	10%	i	i	-0.8	0.1%	0%	67%[activator]
Cc1cc(N/C(=N/S(=O)(=O)c2ccc(F)cc2)c2ccccc2)n(-c2ccccc2)n1	-2%	-33%	2%	i	i	-1.2	-0.6%	-2%	-2%
O=C(O)c1cc(-c2ccccc2Cl)n[nH]1	6%	3%	-5%	i	?	-7.7	-0.1%	0%	0%
Cc1ccc(S(=O)(=O)N2CCN(C(=O)CN3CCCC3)C2)cc1	4%	0%	6%	i	i	0.8	-1.1%	1%	3%
O=C(O)C1Cc2ccccc2CN1S(=O)(=O)c1ccccc1 (stereo unspecified)	9%	-7%	-2%	i	i	0.6	0.3%	-2%[15.4 µM]	-6%
Cc1ccc(CNC(=O)C2CCCCC2C(=O)O)cc1 (stereo unspecified)	10%	-2%	/	i	i	1.4	-0.7%	-12%	3%
CCc1ccc(S(=O)(=O)/N=C2/C=C(Sc3ncn[nH]3)C(=O)c3ccccc32)cc1	-27%	2µM*	?	i	?	1.1	-3.2%	-1%	1.4µM*

An excerpt from above in order of length of the SMILES, smallest number first.
SMILES	Nrf2 block	HepG2 viability	A549 tox	pAkt inh	ATXN viability	CCT chaperon mod	Nrf2 ARE act	MmCpn inh	TGFb SMAD3 inh
CNC(=S)NN(C)c1nc(C)cc(C)n1	7%	31%	0%	i	i	-6.6	-0.6%	0%	1%
COc1ccc(CCC(C)Nc2cccc(F)c2)cc1 (stereo unspecified)	9%	-9%	10%	i	i	-0.8	0.1%	0%	67%[activator]
Cc1ccc(CNC(=O)C2CCCCC2C(=O)O)cc1 (stereo unspecified)	10%	-2%	/	i	i	1.4	-0.7%	-12%	3%
O=C(O)C1Cc2ccccc2CN1S(=O)(=O)c1ccccc1 (stereo unspecified)	9%	-7%	-2%	i	i	0.6	0.3%	-2%[15.4 µM]	-6%
Cc1ccc(S(=O)(=O)N2CCN(C(=O)CN3CCCC3)C2)cc1	4%	0%	6%	i	i	0.8	-1.1%	1%	3%
Cc1cc(N/C(=N/S(=O)(=O)c2ccc(F)cc2)c2ccccc2)n(-c2ccccc2)n1	-2%	-33%	2%	i	i	-1.2	-0.6%	-2%	-2%

Additional entries follow.
SMILES	Nrf2 block	HepG2 viability	A549 tox	pAkt inh	ATXN viability	CCT chaperon mod	Nrf2 ARE act	MmCpn inh	TGFb SMAD3 inh
Cc1ncn2cc(-c3ccc(Cl)cc3Cl)[nH]c(=O)c12	?	-1%	-15%	i	i	-1.8	-0.6%	-2%	1%
COc1cc(OC)c(OC)cc1/C=C1\CCC(C2CCCC2)C1=O (stereo unspecified)	-9%	-30%	2%	i	i	-2.2	4.7%	-3%	1%
CCN(CC(=O)Nc1ccc(S(=O)(=O)N2CCCCC2)cc1)Cc1ccccc1	-20%	-40%	17%	i	i	-1.7	1.5%	-2%	-16%
CC(=O)c1ccc(N2CCN(C(=O)c3cc4ccc5cccnc5c4[nH]3)CC2)cc1	?	-1%	-5%	/	/	/	5.9%	/	?
Cc1ccc2c(c1)C1CN(C)CCC1N2CC(=O)N(C)c1ccccc1 (stereo unspecified)	3%	-12%	1%	i	i	-4.4	0.1%	0%	0%
COc1ccc(NC(=S)N2CCN(C/C=C/c3ccccc3)CC2)cc1	24%	-12%	18%	i	i	-1.0	5.5%	-2%	-16%
COc1ccc(CCNC(=O)c2ccc(CS(=O)(=O)c3ccc(Cl)cc3)o2)cc1OC	?	-17%	-19%	i	i	0.1	-0.4%	-1%	-10%
Cc1cc(C)n(/N=C/c2c[nH]c3ccccc23)c(=O)c1C#N	11%	5%	10%	i	i	0.6	-0.4%	-1%	0%
COc1cc(C(C)=O)ccc1OCC(=O)NCc1ccccc1CN1CCCC1	/	1%	/	i	i	-1.2	-1.1%	/	21%
Cc1[nH]c2ccccc2c1SCC(=O)N1CCCCC1	-26%	1%	3%	i	/	0.5	-0.3%	2%	3%
O=C(NCc1ccccn1)Nc1ccccc1C(F)(F)F	5%	-8%	1%	i	i	-2.5	0.5%	-3%	2%
CC(=O)c1ccc(N2CCN(C(=O)c3cc(S(=O)(=O)N4CCCCCC4)cn3C)CC2)cc1	/	-17%	1%	/	?	/	11%	/	1%
COc1ccc(Cl)cc1NC(=S)N1CCCC1	25%	1%	8%	i	i	-2.2	-0.5%	-1%	0%
COc1ccc2[nH]c(C)c(C(=O)CN3CCN(C/C=C/c4ccccc4)CC3)c2c1	0%	-39%	-25%	i	i	-0.7	4.1%	-1%	-3%
O=C(COC(=O)c1cccs1)c1ccccc1	?	-7%	-5%	-127%*	i	-2.4	?	-2%	0%
CCNC(=O)C1(C)CCCN(CCOc2ccc(OC)cc2)C1 (stereo unspecified)	/	0%	/	i	i	-3.5	0.2%	/	0%
CCn1nc(C)cc1C(=O)N1CCCC(C(=O)c2ccccc2SC)C1 (stereo unspecified)	?	-1%	-2%	i	i	-0.1	0.0%	-13%	-13%
COc1ccc(OC)c(NS(=O)(=O)c2ccc(-c3coc(C)n3)cc2)c1	?	-3%	2%	i	i	-3.0	-0.4%	-3%	-9%
CCN1CCN(CCNC(=O)Nc2ccc([N+](=O)[O-])cc2)CC1	?	5%	2%	i	?	-1.9	-0.1%	1%	-18%
Cc1ccccc1C(=O)NCCCn1ccnc1	-20%	3%	3%	i	i	0.3	0.2%	2%	-4%
COc1ccccc1CNC(=O)c1cc(S(=O)(=O)N2CCCC(C)C2)cn1C (stereo unspecified)	/	-12%	-3%	/	i	/	2.9%	/	-9%
O=C(CC1SC(N2CCCCC2)=NC1=O)Nc1cccc(C(F)(F)F)c1 (stereo unspecified)	21µM*	-1%	-11%	i	i	-1.3	2.4%	1%	-18%
CC(=C\c1ccco1)/C=C(\C#N)C(=O)NCCc1c[nH]c2ccccc12	-1%	-36%	-8%	i	i	-2.1	?	1%	-20%
COc1ccc(CC(=O)NCC(=O)N/N=C/c2c[nH]c3ccccc23)cc1	-11%	-36%	-3%	i	?	-1.8	0.2%	-1%	?
COc1ccc(C(C)=O)cc1CC(=O)NCCCn1ccnc1	1%	-1%	-2%	i	i	0.1	1.5%	1%	-4%
CSCC[C@H](NC(=O)[C@H](Cc1ccccc1)n1c(=O)[nH]c2ccccc2c1=O)C(=O)N1CCC[C@H]1C(=O)O	-1%	19%	11%	i	i	-1.6	-1.2%	0%	27%
N#Cc1ccc(OCC(O)CN2CCC(C(O)(c3ccccc3)c3ccccc3)CC2)cc1 (stereo unspecified)	8%	-20%	-22%	i	i	-1.4	2.4%	-2%	-11%
COc1ccc(CCn2c(O)c(C3=c4ccccc4=NC3=O)sc2=S)cc1OC	5%	1%	-5%	i	i	-0.7	3.0%	-1%	16%
NNc1nc(-c2ccccc2)nc2sc3c(c12)CCCC3	?	0%	8%	i	i	-0.3	1.4µM*	-2%	-18%
CC[C@@H]1[C@H]2CCCC(=O)N3CC[C@@H](C[C@H]1O)[C@@H]23	7%	0%&6%	3%	i	i	-0.1	0.6%	/	3%&5%
O=C(COc1ccccc1)c1cn(CC(=O)N2CCCC2)c2ccccc12	0%	-12%	0%	i	i	1.0	-0.4%	-2%	-3%
COc1ccc(-c2cc(=O)n3[nH]cnc3n2)cc1	/	-23%	0%	/	i	/	0.0%	/	1%
CCOc1ncccc1C(=O)OCC(=O)NCc1cccs1	2%	5%	7%	i	?	2.0	-0.3%	0%	2%
Cc1ccccc1NC(=O)NCC1CCN(Cc2cccc(Cl)c2)CC1	2%	-18%	-18%	i	i	1.1	1.3%	0%	7%
OCC[C@@H]1C[C@@H](O)[C@H](O)[C@]2(OCCCc3ccccc32)O1	-3%	8%	-1%	i	i	0.8	-0.4%	1%	30%[activator]
Nc1nc(-c2ccccc2)cs1	15%	-4%	-5%	i	i	2.3	4.3%	0%	1%
O=C(CCc1ccccn1)N1CCCC(N2CCN(c3cccc(C(F)(F)F)c3)CC2)C1 (stereo unspecified)	-9%	-2%	-5%	i	i	1.8	-0.1%	-3%	-8%
CCOCCCN(C)C1CCN(C(=O)c2oc3ccccc3c2NC(=O)Cc2ccc([N+](=O)[O-])cc2)CC1	-1%	-22%	0%	i	i	-1.3	1.5%	1%	4%
COC(=O)Cn1c(=NC(=O)C(C)C)sc2c(C)cc(C)cc21	9%	-8%	0%	i	?	-5.3	1.0%	0%	-7%
CCOc1ccccc1N(CC(=O)NC1CCCCC1)C(=O)c1nsc(Cl)c1Cl	21%	-21%	-2%	i	i	-0.8	22%	0%	-9%
COc1ccccc1CNS(=O)(=O)c1cc(C(=O)N(C)Cc2cccnc2)c(Cl)cc1Cl	?	-5%	8%	i	i	0.7	-0.3%	/	-14%
Cc1cccc(OC(=O)c2snnc2C)c1	17%	6%	-1%	/	i	/	0.5%	/	1%
